High-throughput results as filed in PubChem BioAssay.
NCOA3 inh – inhibitors of human steroid receptor coactivator 3 (SRC3); Q9Y6Q9; HEK293 GAL4-SRC3 luciferase reporter, luminescence; inhibition, % at 3.6 µM; hit rate 0.17% among 360,000; AID 588352;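 active means inhibition above a per-campaign cutoff, the mean of all compounds plus 3 SD, cut at about 60% in these data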;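 further: 0% = DMSO-treated cells and 100% = gossypol-treated cells at 36 µM; higher means less SRC3-driven luciferase light from the GAL4 reporter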
TROY NFkB inh – blocks TROY-dependent signaling in reporter cells; hit rate 0.98% among 360,000; AID 1347056; inhibition, % at 10 µM; Q293 LMP1-TROYcd NF-kB luciferase reporter, 4 h;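 active means compounds whose plate-normalised and pattern-corrected inhibition of the luciferase reporter signal at the single screening dose is 50% or more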
TLR9-MyD88 block – inhibitors of human TLR9-MyD88 binding. Q9NR96+Q99836. CHO BLA complementation TLR9-MyD88, CCF4 FRET ratio. inhibition, % at 4.98 µM. hit rate 0.21% among 340,000;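 active means inhibition above the mean over all tested compounds plus 3 SD, cut at about 21% in these data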;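 further: 0% = DMSO only wells and 100% = clavulanate BLA inhibitor control wells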
NCOA2 inhibitor – inhibits human steroid receptor coactivator 2. hit rate 0.17% among 370,000. inhibition, % at 9 µM. Q15596. HEK293 GAL4-SRC2 luciferase reporter, luminescence. AID 651957;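 active means inhibition above the mean inhibition of all tested compounds plus 3 SD, set per campaign, cut at about 52% in these data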;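 further: 0% = DMSO treated cells and 100% = cells given Gossypol at 36 µM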
Target sequence (Q15596 whole entry, looked up, the tested form may be a part): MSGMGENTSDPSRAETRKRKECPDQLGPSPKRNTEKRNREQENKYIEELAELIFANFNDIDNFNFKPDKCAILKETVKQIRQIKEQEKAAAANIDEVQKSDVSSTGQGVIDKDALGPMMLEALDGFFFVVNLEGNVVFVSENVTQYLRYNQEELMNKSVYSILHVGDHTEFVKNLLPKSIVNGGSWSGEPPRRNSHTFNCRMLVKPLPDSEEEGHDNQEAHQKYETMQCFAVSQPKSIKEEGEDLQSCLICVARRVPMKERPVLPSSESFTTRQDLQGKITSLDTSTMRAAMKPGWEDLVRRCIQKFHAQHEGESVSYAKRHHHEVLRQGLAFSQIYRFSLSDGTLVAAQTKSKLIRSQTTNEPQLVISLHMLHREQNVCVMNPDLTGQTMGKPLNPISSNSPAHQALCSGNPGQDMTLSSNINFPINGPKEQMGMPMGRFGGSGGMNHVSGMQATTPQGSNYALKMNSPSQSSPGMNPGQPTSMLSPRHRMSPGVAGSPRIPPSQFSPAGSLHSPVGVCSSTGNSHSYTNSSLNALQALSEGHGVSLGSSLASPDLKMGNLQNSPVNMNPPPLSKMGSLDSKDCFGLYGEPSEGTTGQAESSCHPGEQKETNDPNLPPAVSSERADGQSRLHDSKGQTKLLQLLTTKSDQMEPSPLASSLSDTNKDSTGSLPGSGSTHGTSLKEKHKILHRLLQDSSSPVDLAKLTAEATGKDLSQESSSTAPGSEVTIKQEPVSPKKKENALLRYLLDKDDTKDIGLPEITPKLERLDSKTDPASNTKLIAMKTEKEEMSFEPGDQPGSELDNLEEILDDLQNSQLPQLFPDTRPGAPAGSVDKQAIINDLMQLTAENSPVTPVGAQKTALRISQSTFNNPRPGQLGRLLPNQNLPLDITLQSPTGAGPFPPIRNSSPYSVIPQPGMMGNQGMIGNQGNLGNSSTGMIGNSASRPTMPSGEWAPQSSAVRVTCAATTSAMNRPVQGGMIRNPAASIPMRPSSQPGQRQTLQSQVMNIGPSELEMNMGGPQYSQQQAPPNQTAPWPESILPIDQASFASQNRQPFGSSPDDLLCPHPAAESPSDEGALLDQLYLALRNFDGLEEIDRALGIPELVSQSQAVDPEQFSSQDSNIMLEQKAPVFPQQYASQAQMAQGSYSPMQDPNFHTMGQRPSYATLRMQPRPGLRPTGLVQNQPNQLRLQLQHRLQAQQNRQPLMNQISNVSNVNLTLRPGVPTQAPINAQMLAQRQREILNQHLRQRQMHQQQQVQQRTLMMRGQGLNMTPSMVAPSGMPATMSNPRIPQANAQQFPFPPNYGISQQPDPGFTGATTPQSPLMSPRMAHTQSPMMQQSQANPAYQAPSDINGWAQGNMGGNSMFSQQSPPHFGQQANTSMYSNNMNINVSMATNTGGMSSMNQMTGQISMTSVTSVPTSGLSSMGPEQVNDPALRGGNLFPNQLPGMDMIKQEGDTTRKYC
ABHD5-PLIN5 inh – ABHD5-PLIN5 protein interaction inhibition; inhibition, % at 4 µM; Split G. princeps luciferase complementation, luminescence, 4 h; hit rate 0.78% among 360,000;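 active means inhibition above the mean inhibition across every tested compound plus 3 SD, cut at about 22% in these data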;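 further: 0% = DMSO only wells and the 100% control is not disclosed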
SRC1 inh – human NCOA1 inhibition; Q15788; hit rate 0.12% among 360,000; HEK293 GAL4-SRC1 luciferase reporter, luminescence; inhibition, % at 3.6 µM;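 active means inhibition above the campaign mean plus 3 SD, with each screening campaign given its own cutoff, cut at about 60% in these data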;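 further: 0% = DMSO treated cells and 100% = gossypol at 36 µM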
TWEAK Fn14 block – blocks TWEAK-Fn14 interaction in a reporter cell assay. TWEAK-stimulated Fn14 reporter cells, luciferase luminescence, 8 h. inhibition, % at 10 µM. hit rate 2% among 360,000. AID 1159606; in the data active means inhibition above about 50%
LRH-1 inv ag – suppresses constitutive activity of human LRH-1 | O00482 | HEK293T StAR-luciferase reporter, LRH-1 transfected, 24 h | inhibition, % at 3.6 µM | hit rate 0.13% among 360,000 | AID 602396;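 active means inhibition above the mean inhibition of all tested compounds plus 3 SD, cut at about 73% in these data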;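 further: 0% = DMSO wells and 100% = reporter-only cells lacking LRH-1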
NOD2 RIPK2 PPI – inhibitors of human NOD2-RIPK2 interaction. O43353. CHO BLA complementation NOD2-RIPK2, CCF4 ratio. inhibition, % at 4.98 µM. hit rate 0.38% among 360,000. AID 624267; in the data active means inhibition above about 21%;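 further: 0% = vehicle only and 100% = reference blocker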
Exocytosis inh – lytic granule exocytosis inhibition. inhibition, % at 10 µM. hit rate 0.66% among 360,000. TALL-104 LAMP-1 surface exposure, flow cytometry; cells stimulated with thapsigargin and PMA;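 active means inhibition above about 55%, limit read from the data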
COUP-TFII inh – blocks human COUP-TFII nuclear receptor. P24468. HEK293T NGFI-A luciferase reporter, luminescence. inhibition, % at 8.6 µM. hit rate 0.7% among 370,000. AID 686940;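 active means inhibition above a per-plate cutoff, mean inhibition of test wells between control levels plus 3 SD, cut at about 38% in these data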;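 further: cells cotransfected with COUP-TFII expression vector driving the NGFI-A reporter; 0% = median of COUP-TF2 test wells and 100% = reporter-only cells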
* hit, by the source's call; . = no result given. Not all compounds are listed, so the mix of outcomes need not match the whole.

SMILES | NCOA3 inh | TROY NFkB inh | TLR9-MyD88 block | NCOA2 inhibitor | ABHD5-PLIN5 inh | SRC1 inh | TWEAK Fn14 block | LRH-1 inv ag | NOD2 RIPK2 PPI | Exocytosis inh | COUP-TFII inh
CCOc1ccc2c(c1)OC(c1ccccc1)(C(F)(F)F)NC2=O (stereo not given) | 11.2 | -8.2 | -5.6 | -17.6 | -1.7 | -1.1 | 8.6 | -7.4 | 1.9 | -0.5 | 4.2
O=C(Nc1ncccc1O)C1CCN(S(=O)(=O)c2ccc3ccccc3c2)CC1 | -5.0 | -24.5 | 6.2 | 7.8 | -3.2 | -9.3 | -3.2 | -5.0 | -4.5 | -6.7 | 16.0
COc1cc(Cl)cc(C(=O)O)c1OCC(=O)O | 14.7 | -9.5 | -3.8 | -12.8 | -5.7 | 4.3 | -7.5 | -17.7 | -2.2 | 0.0 | -7.2
CCOC(=O)c1ccc(Oc2nc(SC)nc(N(C)C)n2)cc1 | 6.3 | . | -1.1 | 12.2 | -6.8 | 11.4 | 73.5* | -11.6 | -7.4 | 0.2 | -5.6
Cc1ccc(CC(CC(=O)O)C(=O)NC2CCCCC2)cc1 (stereo not given) | 15.9 | -2.7 | -13.3 | 2.9 | -4.2 | 8.7 | -14.6 | 13.9 | -3.1 | 0.5 | -0.4
O=C(C1CCCCC1)N1C[C@@H](n2cc(C3CC3)nn2)[C@H](O)C[C@@H]1c1ccc(Cl)cc1 | 17.5 | -2.2 | -5.0 | -23.2 | -8.1 | -8.4 | -0.5 | 3.6 | -16.7 | -3.8 | 7.6
COc1ccc(CCNC(=O)c2cn(C)c3ccc(S(=O)(=O)N4CCOCC4)cc3c2=O)cc1OC | -17.4 | -8.2 | -12.5 | 16.0 | 1.7 | -1.1 | -12.9 | 0.2 | -1.7 | -17.0 | 13.6
CCn1c(SCc2c(F)cccc2Cl)nnc1-c1ccco1 | 1.5 | -36.0 | 13.2 | 4.0 | 0.2 | -3.2 | 4.9 | -26.5 | -7.3 | 1.4 | -3.8
O=C(CSc1nn(-c2ccc(F)cc2)c(=S)s1)NC1CCS(=O)(=O)C1 (stereo not given) | -8.4 | 13.5 | 7.5 | 0.5 | -3.4 | -17.8 | 8.7 | -0.2 | -7.6 | 3.3 | 4.7
N#CC(=C1CCCC1)c1nc(-c2cc3ccccc3oc2=O)cs1 | -32.2 | -39.3 | -5.8 | -37.3 | -2.3 | -29.5 | -35.7 | -25.2 | 4.5 | -1.3 | -9.9
O=C(c1ccc2c(c1)OCO2)N1CCN(c2ccccc2F)CC1 | -39.8 | -50.8 | -2.6 | -23.3 | -2.4 | -42.2 | -28.0 | -28.6 | -2.5 | -2.0 | -27.4
CC1(C)C(=O)OC(C(=O)c2ccccc2)C2(CCCCC2)C1=O (stereo not given) | 18.3 | -3.7 | 1.6 | 0.4 | -3.9 | -2.3 | 2.4 | -0.6 | -1.3 | -1.0 | -5.6
Cc1cc(C(=O)NNC(=O)c2ccc(C)c([N+](=O)[O-])c2)c(C)o1 | 4.1 | 1.1 | -0.3 | -86.6 | -8.0 | -4.9 | -1.0 | 0.8 | -3.4 | 10.6 | -3.0
O=C1NCCN1CCNc1nc(NCc2ccccc2)nc2ccsc12 | 3.3 | -1.2 | . | 19.5 | -0.5 | -2.3 | 13.0 | -23.4 | -7.3 | 2.8 | -23.3
COc1ccc(/C=C/C(=O)NCC(=O)N/N=C/c2cc(Br)ccc2OCc2ccccc2)cc1 | 11.8 | -7.5 | -17.2 | -7.8 | 4.8 | 2.2 | 14.5 | -21.1 | -6.5 | 0.7 | 17.7
O=C(N/N=C/c1ccc([N+](=O)[O-])o1)C1CCCC1 | 4.4 | -21.2 | -2.4 | -22.1 | 7.1 | -85.2 | 11.2 | 3.0 | -9.3 | -1.2 | -0.3
O=C(NCc1ccc2c(c1)OCO2)C(=O)NCC1OCCN1S(=O)(=O)c1ccc(F)cc1 (stereo not given) | 6.6 | 10.0 | -0.2 | -6.3 | 2.0 | -13.3 | -3.3 | 0.7 | 7.7 | -3.4 | -1.7
COc1ccc(C(=O)Nc2ccccc2-c2nnn(CC(=O)NCc3ccco3)n2)cc1 | -20.9 | -1.8 | 4.2 | 9.6 | 1.9 | 3.7 | 31.7 | 7.0 | -0.4 | 1.1 | 7.2
COc1ccc(S(=O)(=O)N(C)CC(=O)N2CCN(C)CC2)cc1Cl | 8.2 | 10.2 | -7.4 | -0.8 | -0.1 | -32.6 | -1.8 | 30.5 | -3.4 | 1.6 | -19.1
CC(=O)Nc1ccc(S(=O)(=O)Nc2ccccc2C(=O)N2CCOCC2)cc1 | 15.7 | -14.1 | -6.0 | 12.0 | 0.0 | 1.7 | 20.2 | 14.2 | -10.0 | 0.2 | -2.7
COc1cccc(CN(C(=O)c2ccco2)C(C(=O)NC2CCCC2)c2cccnc2)c1 (stereo not given) | 7.9 | -8.7 | 1.7 | -10.3 | 3.5 | -0.5 | -5.9 | 1.2 | -11.1 | -2.0 | 7.4
CCC(C)NC(=O)CSC1=Nc2ccccc2C2=NC(CCC(=O)NCc3ccco3)C(=O)N12 (stereo not given) | -4.9 | 0.5 | 4.8 | -21.4 | 4.0 | -10.8 | -4.2 | -20.0 | -2.6 | -3.2 | 3.9
COc1cc(CN2CCC(CO)(CCOc3ccccc3)CC2)cc(OC)c1 | -2.3 | 2.6 | -13.6 | 6.8 | 6.1 | -30.6 | -2.1 | 1.5 | 7.0 | -2.0 | -1.3
CCOc1cc(/C=C(/C#N)C(=O)Nc2ccc(O)cc2)cc(Br)c1O | -3.1 | 14.9 | 7.9 | -20.0 | 4.7 | -144.9 | -59.5 | 28.8 | 5.9 | 5.9 | -12.5
Cc1nnsc1C(=O)N1CCN(c2ccc(F)cc2)CC1 | 13.1 | 13.2 | 2.4 | 19.8 | 1.4 | 20.8 | -0.5 | 15.6 | 0.8 | 5.4 | 7.0
O=C(NC(NCCCN1CCOCC1)(C(F)(F)F)C(F)(F)F)C1CCCCC1 | -1.6 | -8.4 | -2.4 | 9.7 | -2.1 | -10.0 | -6.1 | -7.1 | -2.7 | -3.6 | 17.6
Cc1cc(C(=O)NCc2ccccc2)no1 | -2.6 | 5.6 | 4.3 | -43.7 | -2.8 | -6.2 | 10.7 | 3.9 | 2.3 | -1.7 | 3.0
Cc1ccsc1CN1CCN(c2ccccn2)CC1 | -3.9 | -5.5 | -0.9 | -20.8 | 4.0 | -5.4 | -7.6 | -5.8 | -2.8 | -2.2 | -12.2
O=C(NCC(c1ccco1)N1CCCCC1)c1cccc(S(=O)(=O)Nc2ccc(F)cc2)c1 (stereo not given) | -2.7 | -2.2 | 3.0 | 1.5 | 14.7 | -11.5 | 24.9 | 3.6 | 3.7 | -2.2 | -25.7
CCc1cccc(CC)c1NC(=O)C[n+]1cccc(C(N)=O)c1 | -2.3 | -20.2 | 3.4 | -22.4 | -5.1 | -1.4 | -5.2 | -7.0 | 2.7 | -2.6 | 23.2

Individual results from the entries so far.
In NOD2 RIPK2 PPI, Cc1ccsc1CN1CCN(c2ccccn2)CC1 reads -2.8
In TWEAK Fn14 block, O=C(NC(NCCCN1CCOCC1)(C(F)(F)F)C(F)(F)F)C1CCCCC1 reads -6.1

Carrying on.
SMILES | NCOA3 inh | TROY NFkB inh | TLR9-MyD88 block | NCOA2 inhibitor | ABHD5-PLIN5 inh | SRC1 inh | TWEAK Fn14 block | LRH-1 inv ag | NOD2 RIPK2 PPI | Exocytosis inh | COUP-TFII inh
C/C(=N\Nc1ccc2nncn2n1)c1ccccn1 | 75.6* | -10.0 | . | 19.2 | 3.3 | 73.3* | -18.6 | 17.2 | -8.2 | -1.6 | -20.6
CC(=O)Nc1ccc(S(=O)(=O)N2CCC(=O)Nc3ccccc32)cc1 | -8.2 | -18.6 | -0.1 | 0.9 | -2.5 | 1.8 | -8.4 | -9.9 | -3.9 | -0.2 | 1.8
C=CC(C)(C)c1c2occc2c(O)c2ccc(=O)oc12 | 12.6 | 20.0 | -1.3 | 3.5 | 0.8 | 5.4 | 10.5 | -21.3 | -9.0 | 10.2 | 15.1
O=C(NCCCN1CCOCC1)c1cccc(S(=O)(=O)Nc2ccc(F)cc2)c1 | 14.0 | 2.2 | -0.1 | 16.1 | 0.7 | -28.7 | -1.9 | -1.7 | -5.4 | 2.8 | -0.8
Cc1cn([C@H]2C[C@H](O)[C@@H](CNC(=O)[C@H](N)Cc3cn(COCc4ccccc4)cn3)O2)c(=O)[nH]c1=O | 6.7 | -18.0 | -5.2 | 3.3 | 1.8 | -5.0 | 51.0* | 6.5 | -9.8 | -3.6 | -9.8
CCCCCc1ccc(C2=NNC(=O)CC2)cc1 | -22.1 | -43.1 | -2.9 | -1.7 | -7.2 | -29.7 | -42.7 | -23.4 | 1.0 | -6.4 | -27.9
CN(C(=O)Cc1c(C(=O)O)n(C)c2ccccc12)c1ccc(F)cc1 | -4.1 | -8.5 | 6.0 | -23.1 | -5.3 | -6.4 | -7.9 | -5.5 | -8.4 | 2.9 | 2.1
COc1ccc(-c2nnn(CC(=O)N(Cc3ccccc3Cl)C(C(=O)NCC3CCCO3)c3ccco3)n2)cc1 (stereo not given) | 16.3 | -6.0 | -5.1 | -18.7 | 1.2 | -6.1 | 26.6 | -19.1 | -0.4 | 1.7 | 3.8
CCCNc1nc(C)nc2c1cnn2CCc1ccccc1 | -24.6 | -53.3 | -1.4 | -32.3 | 2.0 | -48.0 | -19.5 | -40.1 | -2.5 | -6.8 | -10.2
COc1cccc(NC(=O)c2cc3ccccc3o/c2=N\O)c1 | -93.5 | 23.4 | 18.1 | -84.3 | -8.3 | -105.0 | 77.7* | -185.0 | 14.4 | -14.1 | -23.4
CC(C)CCNC(=O)COc1ccc(C(=O)c2ccccc2)cc1 | 20.1 | 29.9 | -9.2 | 13.5 | -1.3 | 3.4 | 27.1 | -3.1 | -6.8 | -1.3 | 13.6
O=C(Nc1nc2ccccc2s1)c1cc(-c2ccco2)nc2ccccc12 | -27.1 | -20.7 | 4.9 | -12.3 | 27.1* | -8.2 | 17.8 | -10.3 | -6.6 | -4.6 | 14.6
O=C(O)c1cccc(NC2=C(Cl)C(=O)c3ccccc3C2=O)c1 | -69.3 | 9.3 | -6.4 | -19.1 | 37.9* | -96.0 | 59.6* | -88.5 | 2.2 | 31.4 | -11.9
COCCNC(=O)C1=NOC(Cn2cc(C#N)c(=O)n(C)c2=O)C1 (stereo not given) | -5.9 | -8.0 | 4.7 | -9.4 | 0.5 | 6.2 | -12.5 | -12.0 | 2.7 | -1.0 | 11.1
Cn1c(=O)c2cc(NC(=O)CC(C)(C)C)ccc2n1-c1ccccc1F | -20.8 | -17.1 | . | -4.3 | 8.6 | -2.5 | -18.0 | -15.3 | -2.0 | -4.6 | -0.9
Cc1ccc(NC(=O)Cn2cc(C(=O)C3CC3)c3ccccc32)c(C)c1 | 2.5 | 20.1 | -3.7 | -11.4 | -11.3 | 20.6 | 26.8 | 38.4 | -7.5 | -8.1 | 3.6
CCn1c(=S)sc2c(=O)n(CC(=O)Nc3ccccc3OC)c(C)nc21 | 4.2 | 6.6 | -1.3 | 11.7 | -0.5 | -2.0 | -4.6 | 9.1 | -4.1 | 0.0 | 12.5
